Screens: PubChem BioAssay, several laboratories
PHOSPHO1 block = PubChem AID 1565. recombinant PHOSPHO1, absorbance phosphatase assay. inhibition, % at 13.3 µM. actives 1.1% (n = 290,000); in the data active = inhibition above about 60%
Target sequence (Q8TCT1 whole entry, looked up): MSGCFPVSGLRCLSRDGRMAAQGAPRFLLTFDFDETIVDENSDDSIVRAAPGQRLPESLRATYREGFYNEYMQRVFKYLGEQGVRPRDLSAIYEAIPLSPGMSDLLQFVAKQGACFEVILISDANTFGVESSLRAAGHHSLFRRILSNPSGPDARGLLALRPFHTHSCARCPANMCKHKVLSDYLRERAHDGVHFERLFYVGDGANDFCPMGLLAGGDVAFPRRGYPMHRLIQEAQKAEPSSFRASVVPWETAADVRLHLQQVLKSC
IMP-1 inhibitor = IMP-1 metallo-beta-lactamase inhibitors, primary screen, biochemical, epi-absorbance readout, Pseudomonas aeruginosa enzyme; inhibition, % at 5.6 µM; actives 0.45% (n = 290,000); purified IMP-1, nitrocefin hydrolysis, epi-absorbance fluorescence; metallo-beta-lactamase IMP-1 (Pseudomonas aeruginosa);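 active = inhibition above the mean plus 3 SD of all compounds in the same screening run, cut at about 4.5% in these data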;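 note: 0% = IMP-1 with DMSO and 100% = DMSO wells lacking enzyme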
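Assay system: purified recombinant IMP-1 beta-lactamase. Input: IMP-1 0.2 nM before substrate addition. Buffer or medium: Zinc- and detergent-supplemented HEPES buffer, pH 7.1. Schedule: 25 °C, 15 min preincubation, 25 min reaction. Signal: Epi-absorbance fluorescence, 480 nm excitation, 530 nm emission. Evaluation: percent inhibition from optical density relative to buffer-blank wells.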
GalR3 antag = GalR3 antagonists in HEK293 cells, primary screen, cell-based, fluorescence readout. HEK293 GalR3-CNG cAMP membrane potential fluorescence; galR3 body fused to GalR1 C-terminus. AID 651719, 2012. inhibition, % at 3 µM. actives 0.44% (n = 360,000);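 active = inhibition above the screen-wide average plus 3 SD, cut at about 13% in these data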;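 note: forskolin and galanin both at EC90 stimulate the cells; cAMP rise reported by CNG channel membrane potential dye signal; 0% = forskolin plus galanin with DMSO and 100% = forskolin alone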
NS3 helicase inh = inhibitors of HCV NS3 helicase, primary screen, biochemical, Cy5 molecular beacon fluorescence. inhibition, % at 10.9 µM. actives 0.56% (n = 290,000). NS3 helicase DNA unwinding;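 active = inhibition above the mean of all tested compounds plus 3 SD, set per campaign, cut at about 35% in these data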;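 note: 0% = DMSO wells and 100% = thioflavine S control wells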
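Material: hepatitis C virus NS3 helicase domain fragment enzyme; measured by: Cy5 fluorescence, 0 and 60 min reads; control set: DMSO and thioflavine S; incubation: 60 min unwinding reaction at 25 °C after ATP addition; read-out basis: % inhibition from 60/0 min fluorescence ratio, DMSO 0%, thioflavine S 100%; repeats: singlicate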
OXTR agonist = human OXTR agonists, primary screen, fluorescence, CHO-OTR cells, Fluo-8 calcium | Oxytocin receptor (Homo sapiens), P30559 | Fluo-8 calcium fluorescence; normalized: DMSO 0%, oxytocin 100% | activation, % at 3 µM | actives 0.32% (n = 320,000) | AID 2435, 2010;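 active = activation above the mean of all tested compounds plus 3 SD, cutoff set per screening run, cut at about 20% in these data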;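 note: peak over basal fluorescence ratio from a 100 s FLIPR kinetic read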
Target sequence (P30559 whole entry, looked up): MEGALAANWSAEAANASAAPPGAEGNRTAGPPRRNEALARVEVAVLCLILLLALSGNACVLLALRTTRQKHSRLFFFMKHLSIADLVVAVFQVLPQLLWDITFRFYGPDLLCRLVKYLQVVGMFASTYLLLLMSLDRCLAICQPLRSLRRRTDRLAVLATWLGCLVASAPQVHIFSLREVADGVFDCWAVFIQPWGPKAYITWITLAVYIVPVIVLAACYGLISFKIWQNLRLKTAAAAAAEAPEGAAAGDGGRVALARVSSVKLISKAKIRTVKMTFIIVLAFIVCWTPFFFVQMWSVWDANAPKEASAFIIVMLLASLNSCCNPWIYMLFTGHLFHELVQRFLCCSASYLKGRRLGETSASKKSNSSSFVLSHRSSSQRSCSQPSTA
VIM-2 inhibitor = VIM-2 metallo-beta-lactamase inhibitors, primary screen, biochemical, epi-absorbance readout, Pseudomonas aeruginosa enzyme | inhibition, % at 5.6 µM | AID 1527, 2009 | actives 0.89% (n = 290,000) | purified VIM-2, nitrocefin hydrolysis, epi-absorbance fluorescence;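 active = inhibition above the mean of all tested compounds plus 3 SD, cutoff set per screening run, cut at about 7.5% in these data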;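 note: red hydrolysis product quenches plate fluorescence so inhibitors raise well fluorescence; 0% = enzyme with DMSO and 100% = DMSO without enzyme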
V1R ag counter = agonists of human V1a receptor, primary screen, counter-screen for OXTR agonist project, fluorescence, CHO-V1R cells. Vasopressin V1a receptor (Homo sapiens), P37288. Fluo-8 calcium fluorescence, agonist mode; 0% DMSO, 100% 3 nM vasopressin. activation, % at 3 µM. actives 0.25% (n = 320,000). AID 2797, 2010;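 active = activation above the mean activation of all tested compounds plus 3 SD, per screening run, cut at about 20% in these data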;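 note: signal is peak over basal fluorescence ratio across a 100 second FLIPR read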
GPR7 antag = GPR7 receptor antagonists, primary screen, cell-based, fluorescence, single concentration; AID 1861, 2009; actives 1.1% (n = 290,000); GPR7-expressing cells, fluorescence antagonist assay; inhibition, % at 4.4 µM; in the data active = inhibition above about 16%, passing the limit was not always enough;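 note: cells stimulated with the agonist NPW; 0% = agonist with vehicle and 100% = vehicle without agonist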
Target sequence (P48145 whole entry, looked up): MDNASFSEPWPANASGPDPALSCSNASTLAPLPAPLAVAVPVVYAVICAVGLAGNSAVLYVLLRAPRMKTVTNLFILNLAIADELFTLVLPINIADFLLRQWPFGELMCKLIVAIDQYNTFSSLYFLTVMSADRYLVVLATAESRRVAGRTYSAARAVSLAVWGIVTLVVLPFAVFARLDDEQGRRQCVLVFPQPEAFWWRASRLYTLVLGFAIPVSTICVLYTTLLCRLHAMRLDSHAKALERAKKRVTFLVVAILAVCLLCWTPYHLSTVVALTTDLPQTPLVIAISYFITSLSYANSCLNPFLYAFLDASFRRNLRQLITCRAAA
FID counter = compounds displacing fluorescent DNA intercalator, primary screen, artefact control for HCV NS3 helicase inhibitor project, biochemical, FID fluorescence | inhibition, % at 7.9 µM | AID 1845, 2009 | DNA fluorescent intercalator displacement | actives 0.17% (n = 290,000); in the data active = inhibition above about 37%;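 note: 0% = vehicle and 100% = reference compound; higher means more ethidium bromide displaced from hairpin DNA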
Starred values were filed as active, the others as inactive; nt = no result given.

SMILES	PHOSPHO1 block	IMP-1 inhibitor	GalR3 antag	NS3 helicase inh	OXTR agonist	VIM-2 inhibitor	V1R ag counter	GPR7 antag	FID counter
O=C(O)CCCC(=O)Nc1ccccc1Oc1ccccc1	-23	-0.6	-3	-11	1.6	-1.3	-1.2	-17	-3
CCN1CCc2c(sc(NC(=O)c3ccc(S(=O)(=O)N4CC(C)OC(C)C4)cc3)c2C(N)=O)C1 (stereo not given)	43	0.9	0	-12	-1.1	1.7	0.6	-8	15
COc1ccc(CCNC(=O)CCS(=O)(=O)c2ccc3c(c2)NC(=O)C(C)S3)cc1OC (stereo not given)	-10	-3.4	-8	8	-0.7	-2.2	1.3	-1	-33
CC1Cc2ccccc2N1C(=O)CN1CCN(Cc2ccccc2)CC1 (stereo not given)	11	-1.3	-13	5	0.0	-1.7	0.4	3	1
NC(=O)C1(N2CCCCC2)CCN(c2ccc3nnc(-c4ccccc4)n3n2)CC1	7	-2.1	9	-7	-0.7	4.7	0.1	-2	-14
O=C(CSc1nnc(-c2ccncc2)n1Cc1ccco1)OC1CCCCC1	-38	-1.1	nt	4	2.4	0.2	1.6	-9	-26
CN1CCN(C(=S)c2cn(Cc3ccc(Br)cc3)c3ccccc23)CC1	-7	-2.2	-6	-79	2.6	1.1	2.7	23	2
COc1ccc(C(=O)Nc2ccc(-c3nnn(CC(=O)N4CCN(C(=O)c5ccco5)CC4)n3)cc2)cc1	10	-1.4	-2	0	0.6	-1.7	1.5	-6	-1
Cc1ccc(N=C2SC(C(=O)NCCc3ccccc3)CC(=O)N2C)cc1C (stereo not given)	0	-1.6	-3	-4	-2.0	-2.3	-0.9	-5	-35
Cc1ccc(CCNC(=O)NC(C)(C)C)cc1	-3	1.1	-1	1	-1.1	-1.3	-0.2	-12	-6
CCOc1ccc2[nH]c(=O)c(CN(Cc3ccccc3OC)C(=O)c3ccccc3)cc2c1	-1	-0.5	-3	0	0.3	-0.2	0.8	-5	-3
CCC(C)(C)n1nnnc1CN(Cc1cc2cc(OC)c(OC)cc2[nH]c1=O)C1CCCC1	-23	-1.8	18*	3	0.9	-3.1	4.3	7	4
CN1C(=O)C2(c3ccccc31)N(C)CC(c1ccccn1)C21SC(=S)N(Cc2ccco2)C1=O (stereo not given)	13	-4.5	-5	0	-1.4	-0.1	0.3	6	-14
COc1ccc(CNC(=O)COC(=O)/C=C/c2cccc(Br)c2)cc1OC	48	-2.9	-2	-5	6.9	-2.5	5.4	-8	-24
Cc1ccc(-n2c(CNc3cccc(Cl)c3)n[nH]c2=S)cc1	-29	-3.3	-2	2	0.2	-2.7	0.4	-13	-11
Cc1oc(C(C)(C)C)cc1C(=O)Nc1ccc(C(=O)O)cc1	15	-2.4	-3	19	-0.9	-1.5	-0.5	5	-10
CCOC(=O)c1sc(=S)n(Cc2ccccc2)c1N	11	-3.0	-9	17	3.3	-0.1	6.1	11	16
Cc1ccc(C)c(OCCn2nnc3ccccc32)c1	nt	-1.5	-10	-15	-2.2	1.0	-0.3	12	-15
Clc1ccc(-c2noc(CCCc3ccccc3)n2)cc1	-7	-4.0	-2	3	-0.1	-1.0	0.0	3	-1
O=C(Nc1nnc(SCc2ccc(Cl)cc2)s1)C1CCCO1 (stereo not given)	12	-3.2	nt	-10	0.8	-1.5	2.9	-5	-9
Cc1cc(C)nc(N2CCC(C(=O)NCc3ccccc3)CC2)n1	-13	-3.9	1	-2	0.3	-1.6	0.7	-11	1
COc1ccc(/C=C/C(=O)N2CCN(c3ccccn3)CC2)cc1OC	39	-1.6	-10	5	0.1	-0.1	0.8	-13	-29
Cc1cccc(N2CCN(C(=O)CC(NC(=O)c3ccccc3Cl)c3ccccc3)CC2)c1C (stereo not given)	-12	-3.6	-5	-6	-0.4	-3.4	-1.6	-9	-32
O=C(/C=C/c1cc([N+](=O)[O-])ccc1OC(F)F)Nc1ccc(OC(F)F)cc1	42	-2.8	-6	7	0.9	-4.4	0.1	1	3
COCCNC(=O)CSc1c2c(nc3ccc(Cl)cc13)CCCC2	-21	-0.3	0	-14	-0.6	-1.9	1.4	2	-14
O=C(CN(C(=O)c1csnn1)c1cccc2c1CCCC2)NC1CCCC1	-1	-2.3	-4	-15	0.0	-2.6	-0.1	2	-6
CCN1CCN(c2cc(C)c3cc(NC(=O)c4cccs4)ccc3n2)CC1	-20	-0.3	-6	-19	1.4	0.8	-0.2	-10	18
O=C(NC1CCCCCC1)c1ccc(CS(=O)Cc2cccc(Cl)c2)o1 (stereo not given)	21	-4.2	-2	-4	-1.2	-3.6	-0.4	5	-45
COc1ccc(N(CC(=O)N/N=C/c2ccc(-c3ccc([N+](=O)[O-])cc3)o2)S(=O)(=O)c2ccc(C)cc2)cc1	-1	-0.8	1	-2	-0.9	0.4	-0.2	5	-1
COC(=O)c1ccc(C2C(C(=O)OCC(C)C)=C(C)N=C3SCCC(=O)N32)cc1 (stereo not given)	32	3.0	-2	7	-0.7	0.9	-0.6	-11	-6
Oc1ccc2ccccc2c1/C=N/c1nc2c(s1)CCCC2	76*	-0.3	-3	-2	-1.9	-2.4	-0.7	4	1
COc1ccc(/C=C/C(=O)O)cc1S(=O)(=O)N1CCc2ccccc21	32	-3.2	-8	8	nt	-3.5	nt	-11	-30
COc1ccc(C(=O)CCN2CCc3cc(OC)c(OC)cc3C2)cc1	20	1.2	-10	-1	0.8	3.1	-0.5	-5	-8
CCN(c1ccccc1)S(=O)(=O)c1ccc(C(=O)OC(C)C(=O)NCCC2=CCCCC2)cc1 (stereo not given)	9	-2.9	4	0	-0.8	3.3	-0.7	7	-3
CC1CC(C)CN(C(=O)c2cc3cc(Br)cc(Br)c3o2)C1 (stereo not given)	6	-2.3	-9	-12	-2.1	0.7	-1.0	-1	-4
CCCC1(c2ccccc2)NC(=O)NC1=O (stereo not given)	39	-2.2	-5	4	0.4	-4.2	0.0	4	-1
O=C(Nc1cc([N+](=O)[O-])ccc1Cl)C1CC1	19	-2.7	-5	2	-1.0	-7.2	0.5	-2	0
COc1ccc(OC(=O)c2ccncc2)cc1	54	-3.0	-4	-1	-0.3	-6.0	0.2	-1	1
CC(=O)N(C)c1ccc(NC(=O)Nc2ccccc2C)cc1	32	-2.4	-3	-5	-0.2	-2.0	0.5	-10	-2
CC(=O)CSc1nnc(-c2ccco2)n1-c1ccccc1	-6	-0.5	-10	0	0.4	-1.1	-0.4	-2	-6
N#Cc1c(NCCN)nc(-c2ccccc2)c2c1CCCC2	3	-3.7	-4	-33	9.1	-0.7	2.6	-6	9
FC(F)(F)COc1ccc(-c2nnc(SCc3c(Cl)cccc3Cl)o2)cn1	16	-2.0	-4	4	0.8	-1.8	-0.7	-22	-2
CCOC(=O)c1[nH]c(CSc2nnnn2-c2ccccc2C)c(C(=O)OCC)c1C	-48	-2.0	-2	-5	1.2	-1.4	9.3	3	-2
O=C(c1ccco1)N1CCN(C2CC(=O)N(c3ccccc3)C2=O)CC1 (stereo not given)	15	-2.4	1	-5	0.7	-4.8	0.5	-1	-2
O=S(=O)(c1ccccc1F)N1CCC(Oc2ccc(-n3cnnn3)cc2)CC1	50	-0.7	-8	7	13	-2.6	9.6	-3	-33
CCOC(=O)NC(=S)Nc1ccc(OC)cc1	8	-2.3	-3	7	0.1	-1.4	2.7	-5	-2
CCC1=[N+](C)CCn2c(C)ccc21	69*	2.0	-4	-4	0.3	-1.2	12	9	0
O=C(COc1nc2ccccc2nc1N1CCOCC1)Nc1ccc(S(=O)(=O)N2CCCC2)cc1	6	-3.4	0	-10	-0.4	0.7	2.8	0	-18
O=C(NNc1ccc([N+](=O)[O-])cc1)C1C2CCCCC21 (stereo not given)	19	-3.0	0	-2	-0.8	-2.5	0.5	4	6
O=C(O)c1ccc(/C=N/Nc2ncc(Cl)cc2Cl)cc1	22	-1.2	-13	-13	-0.7	-0.8	0.9	-18	-6
CC(=O)Nc1cc2c(cc1C(C)=O)OCCO2	23	-3.7	0	1	0.3	-1.1	0.4	5	-1
CC(C)CC(=O)N=Nc1c(O)[nH]c2ccccc12	-33	-3.7	-5	1	-1.5	-2.4	0.0	-9	3
COc1cc(NC(=O)c2cc(C(C)C)on2)c(OC)cc1Cl	-4	-0.3	0	0	-2.7	-1.1	-0.4	-3	-7
CCCCN(C)C(=O)c1nc2ccccn2c1CNC1CCC1	41	-2.8	1	-1	-0.6	-3.3	0.2	4	9
O=C(Nc1cccc(-c2nnc(-c3ccccc3)o2)c1)c1ccco1	-8	nt	-5	nt	-0.1	nt	1.1	nt	nt
COc1ccc(OCCC(=O)OCC(=O)Nc2ccc(Br)cc2)cc1	10	-2.6	-1	0	-0.1	-4.8	2.1	23	-8
C=CCNC(=S)NNC(=O)c1ccccc1OCC	34	-3.5	-5	2	-0.4	-4.6	-0.2	-3	0
CC1(C)Cc2ccccc2-c2nnc(-c3ccc4ccccc4n3)n21	-8	-2.5	-2	-5	-1.8	-0.6	-0.9	-1	-23
Cc1ccc2cc(C#N)c(NCCNC(=O)C3CC3)nc2c1C	23	-1.4	-7	0	5.6	-0.7	5.2	-3	0
Cc1cc(Cl)ccc1NC(=O)CN1C(=O)CSc2ccc(S(=O)(=O)N3CCOCC3)cc21	13	0.4	-8	-5	0.2	0.5	1.9	7	-40
CCN1CCN(c2nc(-c3ccccc3Cl)nc3ccccc23)CC1	42	-2.4	-12	-1	-0.4	-3.0	-0.3	6	5
COCCCNC(=O)C1CCN(S(=O)(=O)c2c(C)noc2/C=C\c2ccc(OC)cc2)CC1	0	-0.1	-7	-5	-1.0	-1.8	0.8	-6	-8
COc1ccc(CNC(=O)[C@@H](NC(=O)C2CCN(C(=O)[C@@H](N)CC(C)C)CC2)C(C)C)cc1	18	-2.8	-6	6	-0.3	-1.2	0.3	-9	-8

Reformatted: results already given
Molecule | PHOSPHO1 block | IMP-1 inhibitor | GalR3 antag | NS3 helicase inh | OXTR agonist | VIM-2 inhibitor | V1R ag counter | GPR7 antag | FID counter
O=C(O)CCCC(=O)Nc1ccccc1Oc1ccccc1 | -23 | -0.6 | -3 | -11 | 1.6 | -1.3 | -1.2 | -17 | -3
CCN1CCc2c(sc(NC(=O)c3ccc(S(=O)(=O)N4CC(C)OC(C)C4)cc3)c2C(N)=O)C1 (stereo not given) | 43 | 0.9 | 0 | -12 | -1.1 | 1.7 | 0.6 | -8 | 15
COc1ccc(CCNC(=O)CCS(=O)(=O)c2ccc3c(c2)NC(=O)C(C)S3)cc1OC (stereo not given) | -10 | -3.4 | -8 | 8 | -0.7 | -2.2 | 1.3 | -1 | -33
